Screens from PubChem.
DAX1 inh-1 = DAX1 (NR0B1) inhibitors, primary screen, cell-based, HEK293, Gal4-DAX1, luciferase luminescence; Nuclear receptor subfamily 0 group B member 1 (Homo sapiens), P51843; HEK293 Gal4-DAX1 luciferase reporter; inhibition, % at 6.75 µM; hit rate 0.99% among 340,000; AID 504766, 2011;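 active = inhibition above the mean over all tested compounds plus 3 SD, cut at about 4.2% in these data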;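 also: 0% = DAX1-transfected cells with DMSO and 100% = empty-vector control cells with DMSO; inhibition shows as a rise in luminescence from relieved DAX1 repression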
DAX1 inh-2 = DAX1 (NR0B1) inhibitors on StAR promoter, primary screen, cell-based, luminescence, SF-1 (NR5A1), full-length DAX-1 | hit rate 1.1% among 370,000 | HEK293T StAR-luciferase reporter, SF-1/DAX-1 repression relief | AID 652010, 2013 | inhibition, % at 6.8 µM;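 active = inhibition above the mean over all tested compounds plus 3 SD, cut at about 3.6% in these data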;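 also: 0% = DAX-1 cells with DMSO and 100% = cells lacking DAX-1 with DMSO; higher inhibition means more luminescence from relief of DAX-1 repression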
ssDAF12 agonist = S. stercoralis DAF-12 nuclear receptor activators, primary screen, cell-based, luminescence, HEK293, GRIP1 co-expression, lit1-tk-luc; Nuclear hormone receptor DAF-12 (Strongyloides stercoralis); HEK293 ssDAF-12/GRIP1 lit1-tk-luc reporter; % of 3 µM dafachronic acid response; activation, % at 6.8 µM; hit rate 1% among 370,000; AID 652126, 2013;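 active = activation above the mean over all tested compounds plus 3 SD, cut at about 0.9% in these data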;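 also: 0% = DMSO-only wells and 100% = 3 µM delta7-dafachronic acid wells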
hgDAF-12 ag = H. glycines DAF-12 receptor agonists, primary screen, cell-based, luminescence, HEK293, GAL4 fusion, UAS-luciferase | hit rate 1.8% among 370,000 | Nuclear hormone receptor DAF-12 (Heterodera glycines), GAL4 fusion | activation, % at 6.8 µM | HEK293 GAL4-hgDAF12 UAS-luciferase reporter, agonist luminescence; normalized to butyrate control;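 active = activation above a cutoff set at the mean of all screened compounds plus 3 SD, cut at about 10% in these data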;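 also: 0% = DMSO wells and 100% = sodium butyrate wells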
SMARCA2 activ = SMARCA2 (BRM) function activators, primary screen, cell-based, luminescence, high throughput. MG213 cells, MMTV-luciferase reporter, dexamethasone, overnight. activation, % at 9.1 µM. hit rate 1% among 370,000; in the data active = activation above about 7.8%;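 also: 0% = vehicle wells and 100% = reference activator wells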
PLC-beta3 inh = human PLC-beta3 inhibitors, primary screen, biochemical, fluorescence; 1-phosphatidylinositol 4,5-bisphosphate phosphodiesterase beta-3 (Homo sapiens), Q01970; Purified PLC-beta3, fluorogenic substrate; inhibition, % at 12.2 µM; hit rate 0.18% among 370,000; AID 720704, 2013; in the data active = inhibition above about 11%;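 also: 0% = median of compound wells on plate and 100% = full blocker control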
ADAM17 inh = ADAM17 inhibitors, primary screen, biochemical, QFRET. AID 720648, 2013. inhibition, % at 6.95 µM. recombinant ADAM17, EDANS/DABCYL FRET peptide cleavage. hit rate 0.83% among 370,000;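 active = inhibition above the mean of compounds lying between control limits plus 3 SD, set per campaign, cut at about 8.5% in these data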;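 also: 0% = DMSO-only wells as the low control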
MBD2 DNA inh = inhibitors of MBD2 binding to methylated DNA, primary screen, biochemical, TR-FRET, DNA-binding domain, human. AID 686964, 2013. MBD2 binding to methylated oligonucleotide. Methyl-CpG-binding domain protein 2 (Homo sapiens), Q9UBB5. inhibition, % at 4.4 µM. hit rate 0.31% among 370,000; in the data active = inhibition above about 13%
Target sequence (Q9UBB5 whole entry, looked up, the tested form may be a part): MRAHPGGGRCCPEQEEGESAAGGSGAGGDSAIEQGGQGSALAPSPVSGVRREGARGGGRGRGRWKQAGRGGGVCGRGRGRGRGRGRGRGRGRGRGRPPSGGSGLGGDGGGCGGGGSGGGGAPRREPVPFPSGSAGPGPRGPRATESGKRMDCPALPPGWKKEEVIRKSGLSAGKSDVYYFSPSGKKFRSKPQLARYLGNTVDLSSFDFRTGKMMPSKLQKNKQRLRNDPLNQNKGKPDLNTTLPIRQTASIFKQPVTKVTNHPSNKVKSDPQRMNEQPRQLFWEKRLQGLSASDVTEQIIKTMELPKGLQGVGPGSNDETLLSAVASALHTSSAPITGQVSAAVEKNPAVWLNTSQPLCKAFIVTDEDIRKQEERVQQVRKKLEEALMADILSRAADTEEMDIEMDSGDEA
PLCg1 inh = PLC-gamma1 enzyme inhibitors, primary screen, biochemical, fluorescence, purified enzyme | 1-phosphatidylinositol 4,5-bisphosphate phosphodiesterase gamma-1 (Homo sapiens), P19174 | fluorogenic substrate | inhibition, % at 12.2 µM | hit rate 0.84% among 370,000 | AID 720700, 2013; in the data active = inhibition above about 9.5%
hcDAF-12 act = H. contortus DAF-12 nuclear receptor activators, primary screen, cell-based, luminescence, HEK293, lit1-tk-luc reporter | HEK293 hcDAF-12 lit1-tk-luc reporter; 0% DMSO, 100% Δ7-dafachronic acid | activation, % at 6.8 µM | hit rate 1.4% among 370,000 | AID 652067, 2013;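 active = activation above the mean of all tested compounds plus 3 SD, cut at about 5.5% in these data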;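 also: 100% = response to 3 µM Δ7-dafachronic acid high control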
Rev-erbA mod = modulators of Rev-erb alpha DNA binding, primary screen, biochemical, FITC-DNA, fluorescence polarization, uHTS; Nuclear receptor subfamily 1 group D member 1 (Homo sapiens), P20393; Rev-erbα–FITC-DNA binding, 90 min; activity, % at 10 µM; hit rate 0.79% among 370,000;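 active = activity above about 14%, limit read from the data; passing the limit was not always enough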;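 also: 0% = DMSO wells with 35 nM protein and 100% = DMSO wells with 750 nM protein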
Target sequence (P20393 whole entry, looked up): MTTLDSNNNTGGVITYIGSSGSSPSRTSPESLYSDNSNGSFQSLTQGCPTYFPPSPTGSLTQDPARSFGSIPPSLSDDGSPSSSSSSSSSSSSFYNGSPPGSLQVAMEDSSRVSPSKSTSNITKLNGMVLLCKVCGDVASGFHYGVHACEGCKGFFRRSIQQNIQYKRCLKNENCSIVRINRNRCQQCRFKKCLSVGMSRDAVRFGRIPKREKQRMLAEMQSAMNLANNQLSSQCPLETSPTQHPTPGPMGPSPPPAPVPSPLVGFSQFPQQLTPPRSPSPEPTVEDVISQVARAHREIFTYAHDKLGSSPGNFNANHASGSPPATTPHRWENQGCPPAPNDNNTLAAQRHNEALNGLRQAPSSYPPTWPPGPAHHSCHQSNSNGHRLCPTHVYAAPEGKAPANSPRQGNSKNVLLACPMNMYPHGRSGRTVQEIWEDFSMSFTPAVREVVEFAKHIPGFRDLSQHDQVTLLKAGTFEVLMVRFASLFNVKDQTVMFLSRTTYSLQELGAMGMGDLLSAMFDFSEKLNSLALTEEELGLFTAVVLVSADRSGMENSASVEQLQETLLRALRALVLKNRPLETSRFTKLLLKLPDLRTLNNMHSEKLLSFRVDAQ
An asterisk follows results filed as active; i = inactive; nt = not tested or not shown.

SMILES	DAX1 inh-1	DAX1 inh-2	ssDAF12 agonist	hgDAF-12 ag	SMARCA2 activ	PLC-beta3 inh	ADAM17 inh	MBD2 DNA inh	PLCg1 inh	hcDAF-12 act	Rev-erbA mod
CCO[C@H]1OC(C(=O)N2CCCCCCC2)=C[C@@H](C)[C@@H]1CCCO	-0.2	-0.2	-1.2	-2.6	0	4	-4	1	-1	-0.4	0
COc1ccc(CC(=O)Nc2sc(Cc3ccccc3)c(C)c2C(N)=O)cc1	-0.7	0.6	-1.4	-3.2	-4	-5	-5	-5	-5	-1.8	4
Cc1cccc(C)c1NC(=O)CC(NCc1ccco1)C(=O)O (stereo not drawn)	-1.3	0.1	-0.4	2.1	-2	-50	-3	4	-2	-1.0	-1
Cc1ccc(S(=O)(=O)N2CCCCC2)cc1NC(=O)COC(=O)C1CC2C=CC1C2 (stereo not drawn)	-0.1	-0.1	-1.9	-0.9	-2	2	-3	1	2	-0.1	-4
O=C(c1ccc(NC(=O)C2(c3ccccc3)CCOCC2)cc1)N1CCOCC1	-0.6	-0.1	-1.0	-0.3	-4	-3	1	2	2	-0.6	4
COc1cccc(OCC(=O)Nc2c3c(nn2-c2ccccc2)CS(=O)(=O)C3)c1	0.3	-1.7	-1.2	1.2	-1	-9	0	-3	4	0.3	-5
CCN(CC(=O)Nc1ccc(N2CCOCC2)cc1)Cc1nc2ccccc2c(=O)[nH]1	0.5	-1.2	-1.5	-1.3	3	1	-4	0	0	-0.9	2
Cc1ccc(-c2nn(C(C)(C)C)c3ncnc(NS(=O)(=O)c4ccc([N+](=O)[O-])cc4)c23)cc1	-0.9	-0.2	-1.6	-2.3	-2	1	7	-3	2	-1.7	-2
NC(=O)c1ccc(N=Cc2ccc([N+](=O)[O-])s2)cc1	1.1	0.1	-1.5	-1.5	8.9*	5	1	-7	3	-1.9	0
Cc1ccc(S(=O)(=O)N2[C@@H](c3ccc(Br)cc3)C(C(=O)O)=CC[C@H]2c2cccc(C)c2)cc1	1.0	-0.3	-0.8	0.4	0	1	-4	-2	-1	-0.7	-3
CSCCC(NC(N)=O)C(=O)N(C)CC(=O)Nc1ccc(C)cc1 (stereo not drawn)	1.5	-1.0	-1.0	-0.9	1	0	-1	-6	6	1.3	-4
CCOc1ccc(N2C(=O)CC(SCC(=O)O)C2=O)cc1 (stereo not drawn)	-0.4	0.4	-0.8	0.8	-1	1	-2	-1	3	-1.2	0
Cc1ccccc1OCCn1cnc2cc([N+](=O)[O-])ccc2c1=O	-0.9	-0.6	-1.3	-4.0	-5	-18	-5	4	-9	0.0	-6
N#CCC(=O)N/N=C/c1c(-c2ccccc2)n(-c2ccccc2)c2ccccc12	-0.7	-0.7	-1.8	-2.2	-3	-28	-7	1	-15	-4.0	10
CCOC(=O)CCc1c(C)nc(SCCN2CCCC2)c(C#N)c1C	-1.5	0.3	-1.0	1.5	-1	-9	-2	1	-4	-1.4	-5
CCOC(=O)N/N=C1\CCc2ccccc21	0.2	1.1	0.2	15*	2	-57	-2	0	-1	4.4	3
Cc1nc(SC(C(N)=O)c2ccccc2)c(C#N)c(C)c1C (stereo not drawn)	nt	0.1	-0.9	0.0	8.3*	-10	-5	1	-1	-0.5	-4
CCC(CC)C(=O)c1c[nH]c(C(=O)NCc2cccs2)c1	1.6	0.1	-0.8	3.3	0	-1	-1	-6	2	1.0	1
O=C1CCc2cc(S(=O)(=O)N3CCN(c4ccccc4F)CC3)ccc2N1	-1.3	-1.4	-1.7	-3.6	-6	-10	5	1	-4	-1.3	-4
O=C(CCN1CCCCC1)Nc1ccc(F)c(F)c1	0.3	1.0	-0.7	-1.4	-1	1	-3	2	2	3.2	-7
O=C1c2oc3ccc(Cl)cc3c(=O)c2C(c2ccco2)N1CCN1CCOCC1 (stereo not drawn)	0.1	1.1	-1.1	-2.3	-3	-50	-54	1	-33	-1.2	11
C=CCn1c(CCCNC(=O)CCC)nc2ccccc21	-0.8	0.1	-0.1	1.4	-1	2	-4	-2	-1	-1.6	5
COc1ccc(C2CC(=O)C(C=NCCN3CCOCC3)=C(O)C2)cc1 (stereo not drawn)	-0.5	0.5	-1.6	0.1	0	-4	-2	2	-1	-0.8	-2
O=C(N[C@@H](Cc1ccccc1)C(=O)N1CCN(S(=O)(=O)c2cccc(F)c2)CC1)c1ccco1	0.5	1.7	-0.8	2.5	1	-4	2	3	0	-1.9	-1
Cc1ccc(C(=O)N2CCN(C(=O)C3CCCO3)CC2)cc1 (stereo not drawn)	-0.1	0.2	-0.5	4.4	0	7	-4	2	-2	1.0	0
Cc1cc(Br)cc(Cl)c1OC(=O)c1cnccn1	0.8	-0.1	-0.8	-1.4	-4	-2	-1	3	1	-1.1	-13
CCOC(=O)c1cnc2ccc(OCC)cc2c1N1CCN(c2ccccc2)CC1	-1.8	-0.9	-1.7	-3.8	-2	-8	4	2	-4	-2.4	7
CCN(CC)C(=O)c1ccccc1NS(C)(=O)=O	0.2	0.0	-1.0	-3.6	-3	6	-1	0	7	-0.1	1
O=C(CN1CCCC1)Nc1ccccc1Sc1ccc(Cl)cc1	0.3	1.1	-2.1	1.2	-4	2	4	-5	1	-1.1	5
COc1ccc(/C=N/N=C2/C(=O)Nc3ccccc32)cc1O	1.5	-0.3	-1.1	-1.1	6	4	2	-5	1	3.0	1
O=C(N[C@@H](Cc1cccnc1)C(=O)N1CCC[C@H]1C(=O)NC1CCCC1)C1CC1	nt	1.5	-1.1	2.1	0	2	-7	2	0	-2.5	-4
CCO[C@@H]1c2c(ccc3ccc(=O)oc23)OC(C)(C)[C@H]1O	2.6	0.1	-1.4	0.2	0	-54	-97	2	-35	0.2	-3
c1ccc2c(c1)nc1n2CC2CON(C3CCCCC3)C12 (stereo not drawn)	0.7	0.1	-0.6	1.6	2	-1	-6	2	2	0.1	-4
N=C1SC(c2ccccc2)C(=O)N1c1ncc(Cc2ccccc2Cl)s1 (stereo not drawn)	-0.4	0.9	0.6	3.4	0	-3	7	-3	-2	1.1	-6
CC1(C)C2CCC1(C)C(NC(=O)CCN1CCCCC1)C2 (stereo not drawn)	-0.2	0.6	-0.9	4.3	-2	0	-6	4	1	-0.6	-5
CC(N)c1csc(Nc2nccc(C(F)(F)F)n2)n1 (stereo not drawn)	nt	0.4	-0.7	8.0	1	3	-2	-2	-3	0.3	-2
Cc1ccc(NC(=O)c2ncn(CC(=O)N[C@H](CO)Cc3c[nH]c4ccccc34)n2)cc1C	-0.5	1.1	-0.9	0.5	-1	0	-4	1	-2	-0.2	-11
O=C(NCCc1c[nH]c2ccccc12)C1CCC(=O)N(CCc2cccc(F)c2)C1 (stereo not drawn)	-1.0	-0.9	-1.0	-0.9	-1	-4	-6	6	-5	0.1	7
O=C(/C=C/c1cn(-c2ccccc2)nc1-c1cccs1)NCCN1CCOCC1	-1.2	-1.8	-1.8	4.5	-1	i	-178	6	-497	-1.8	-2
O=C(Nc1ccc2c(c1)OCCO2)C(C1CC1)N1CCN(C/C=C/c2ccccc2)CC1 (stereo not drawn)	nt	0.3	-1.3	-1.7	-4	3	3	-6	1	-1.7	4

Of the compounds above, 2 have bromine.
SMILES	DAX1 inh-1	DAX1 inh-2	ssDAF12 agonist	hgDAF-12 ag	SMARCA2 activ	PLC-beta3 inh	ADAM17 inh	MBD2 DNA inh	PLCg1 inh	hcDAF-12 act	Rev-erbA mod
Cc1ccc(S(=O)(=O)N2[C@@H](c3ccc(Br)cc3)C(C(=O)O)=CC[C@H]2c2cccc(C)c2)cc1	1.0	-0.3	-0.8	0.4	0	1	-4	-2	-1	-0.7	-3
Cc1cc(Br)cc(Cl)c1OC(=O)c1cnccn1	0.8	-0.1	-0.8	-1.4	-4	-2	-1	3	1	-1.1	-13

Continuation.
SMILES	DAX1 inh-1	DAX1 inh-2	ssDAF12 agonist	hgDAF-12 ag	SMARCA2 activ	PLC-beta3 inh	ADAM17 inh	MBD2 DNA inh	PLCg1 inh	hcDAF-12 act	Rev-erbA mod
CCN(CC(=O)NCc1cccs1)C(=O)c1cccc(S(=O)(=O)Nc2ccc(C)cc2)c1	-1.3	-0.9	-0.2	-4.1	-2	1	4	0	6	-1.3	-2
CC1(O)CC(c2ccc(Cl)cc2)=NN1C(=O)c1ccc(Cl)cc1 (stereo not drawn)	0.8	-0.3	-1.6	1.5	-1	-11	-4	-1	-5	-0.1	2
COC(=O)C(CC(=O)CNC(=O)c1ccccc1)NC(=O)c1ccccc1 (stereo not drawn)	0.2	-0.3	-0.8	1.2	0	-1	-3	2	1	-0.6	-5
CN(C)CC(=O)N[C@@H]1C=C[C@@H](CC(=O)NCCN2CCCCC2)O[C@@H]1CO	nt	-0.6	-0.1	0.3	7.8*	2	0	-2	0	-2.1	0
COc1ccc(Cl)cc1NC(=O)N1CCN(S(C)(=O)=O)CC1	-0.8	-0.1	-1.4	0.0	7	1	2	4	6	-1.2	3
CCOc1ccc(OCCOCCn2ccnc2)cc1	0.3	-0.7	-1.4	0.3	1	5	4	-4	5	-0.9	4
COc1cccc(NC(=O)C(Cc2ccccc2)n2cccc2)c1 (stereo not drawn)	-0.2	0.0	-1.0	-2.8	0	-8	1	-3	-1	-2.5	-1
CC(C)CN1CCC(=O)N([C@H](CN=[N+]=[N-])Cc2ccccc2)CC1	0.3	-0.3	-1.5	-0.6	1	4	-1	4	1	-0.1	0
Cc1ccc(CN2CC(C(=O)NNC(=O)c3ccc(F)cc3)CC2=O)cc1 (stereo not drawn)	0.4	-0.8	-0.8	-2.9	3	-1	0	2	3	1.3	-11
O=C1CSC(=O)N1CCOCCN1C(=O)CSC1=O	0.7	0.1	-1.0	4.0	0	1	-3	1	0	-1.1	7
O=C(Nc1ccc2c(c1)OCCO2)c1ccccc1F	-1.6	4.8*	0.8	11*	7	3	-1	-2	-3	5.7*	1
Nc1nc(N2CCCCC2)c2ncn(C3OC(CO)C(O)C3O)c2n1 (stereo not drawn)	-0.3	0.1	-0.4	-0.6	1	4	-4	3	6	-1.4	5
COC(=O)COc1ccc(/C=C2/NC(=O)N(CC(=O)OC)C2=O)cc1	0.7	-0.4	-0.9	0.3	2	-3	-2	-3	1	-0.2	0
N=c1c(S(=O)(=O)c2ccccc2)cc2c(=O)n3ccccc3nc2n1CCCN1CCOCC1	-0.9	0.1	-1.1	-1.6	-1	-356	-390	-3	-229	0.2	4
CCc1cccc(NC(=O)Cn2cc3c(n2)CCCC3)c1	0.0	0.7	-1.2	-2.5	-1	5	1	3	2	-1.0	6

Rows are unselected, and some 7.4% of all compounds hit somewhere here.
